MLLE-PAM2 inh: inhibitors of microRNA-mediated deadenylation, human PABP1 MLLE binding | hit rate 0.36% among 360,000 | GST-MLLE / FITC-PAM2 fluorescence polarization | AID 588489 | inhibition, % at 20 µM; in the data active = inhibition above about 35%, passing the limit was not always enough;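 also: plate controls were DMSO wells with GST-MLLE for no effect and wells lacking GST-MLLE protein for full effect; some results filed as inactive read as strong as hits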
SKN-1 block: C. elegans SKN-1 inhibition. C. elegans VP596 Pgst-4::GFP/RFP ratio, acrylamide-induced, 24 h. inhibition, % at 21.8 µM. hit rate 0.49% among 360,000;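 active = interference check ratio from 0.5 to 1.5 plus GFP to RFP signal ratio inhibition reaching or exceeding a fixed threshold, cut at about 30% in these data, passing the limit was not always enough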; also: some compounds called inactive have numbers as strong as hits
Rpn11 block: inhibitors of human proteasome Rpn11. O00487. human 26S proteasome, Ub4-pepOG fluorescence polarization; 20S core pre-blocked with epoxomicin. calls only at 20 µM. hit rate 0.59% among 360,000;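 active = inhibition at 20 µM, scaled to each plate's controls, above about 33%, limit read from the data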
Target sequence (O00487 whole entry, looked up): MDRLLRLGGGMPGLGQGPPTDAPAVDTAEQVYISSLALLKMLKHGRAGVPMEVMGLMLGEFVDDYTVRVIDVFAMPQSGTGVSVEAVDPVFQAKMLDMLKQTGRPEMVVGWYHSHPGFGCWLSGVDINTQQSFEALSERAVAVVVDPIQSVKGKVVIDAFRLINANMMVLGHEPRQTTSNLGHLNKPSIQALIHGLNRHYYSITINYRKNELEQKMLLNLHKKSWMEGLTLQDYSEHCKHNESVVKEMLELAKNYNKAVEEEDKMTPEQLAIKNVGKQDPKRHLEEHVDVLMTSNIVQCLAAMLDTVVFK
Neddyl block: cullin neddylation inhibition; TR-FRET cullin neddylation, biochemical; calls only at 25 µM; AID 651699; hit rate 0.58% among 360,000; in the data active = inhibition above about 36%
Rin1 Abl inh: blocks binding of human Rin1 to Abl; hit rate 0.4% among 360,000; inhibition, % at 7.35 µM; TR-FRET Rin1/Abl binding, biochemical; P00519+Q13671; in the data active = inhibition above about 5%, passing the limit was not always enough
CSN deneddyl inh: CSN deneddylation inhibition; Q92905; Purified CSN, SCF-Nedd8-OG deneddylation, fluorescence polarization; AID 651999; hit rate 0.38% among 360,000; inhibition, % at 12.5 µM;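 active = pattern-corrected inhibition above about 35%, with an unprinted fluorescence ratio check between 0.5 and 1.5, limit read from the data, passing the limit was not always enough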;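 also: 0% = enzyme with substrate and 100% = substrate without enzyme; some results filed as inactive read as strong as hits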
Target sequence (Q92905 whole entry, looked up, one chain of several): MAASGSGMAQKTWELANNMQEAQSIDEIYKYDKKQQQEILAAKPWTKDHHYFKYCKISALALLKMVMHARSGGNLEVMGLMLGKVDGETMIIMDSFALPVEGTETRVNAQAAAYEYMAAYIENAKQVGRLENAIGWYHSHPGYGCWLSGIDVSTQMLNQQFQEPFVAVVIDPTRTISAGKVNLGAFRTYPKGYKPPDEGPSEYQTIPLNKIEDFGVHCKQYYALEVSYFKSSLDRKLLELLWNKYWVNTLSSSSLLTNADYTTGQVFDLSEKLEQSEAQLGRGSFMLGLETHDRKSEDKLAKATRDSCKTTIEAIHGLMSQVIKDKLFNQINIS
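assay system = purified human Csn5 enzyme expressed in HEK293T cells | amount = 0.24 nM enzyme | buffer or medium = Tris/NaCl/DTT buffer, pH 7.5 | reagent = 10 nM SCFSkp2-Nedd8OG | compound = one concentration, 12.5 µM, 0.25% DMSO | times = 90 min reaction at room temperature | signal = FP | read-out basis = % inhibition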
FAS TE block: FAS thioesterase (human) inhibition; recombinant FAS-TE, OMFH fluorogenic substrate, fluorescence endpoint; inhibition, % at 15 µM; hit rate 0.67% among 360,000; AID 602261;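 active = compounds whose normalised, plate-corrected inhibition of enzyme fluorescence in the single-dose primary screen is 50% or more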;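 also: 0% = DMSO with enzyme and 100% = substrate without enzyme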
MT1-MMP act inh: inhibitors of human MT1-MMP activation | hit rate 0.061% among 360,000 | P50281 | AID 651647 | HT1080 RFP-PRO-GFP cells, GFP/RFP ratio fluorescence, overnight; percent of plate control window, DMSO zero | GFP/RFP ratio change, % at 20 µM;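 active = GFP/RFP ratio change of at least 30% with cell ATP level not reduced by more than half and red fluorescence within 50% of control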; also: strong numbers were not always called active
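Assay system: HT1080 RFP-PRO-GFP cells. Benchmarks: DMSO vehicle wells and RFP-L50D-GFP reporter cell wells. Times: overnight cell settling, then overnight compound exposure, 37 °C, 5% CO2. Compound: 20 µM single dose, 1% DMSO. Read-out basis: GFP/RFP fluorescence ratio.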
NadD block: inhibitors of Staphylococcus aureus NadD | purified NadD enzyme, colorimetric absorbance read-out | inhibition, % at 20 µM | hit rate 0.78% among 360,000; in the data active = inhibition above about 26%; also: some compounds past the cut are filed as inactive
* = called active by the depositor; i = inactive; · = no result given.

Abbreviations: A = MLLE-PAM2 inh; B = SKN-1 block; C = Rpn11 block; D = Neddyl block; E = Rin1 Abl inh; F = CSN deneddyl inh; G = FAS TE block; H = MT1-MMP act inh; I = NadD block
> CNC(=O)c1nc(C)c(C2(C)CC(c3ccccc3)=NO2)s1 (stereo not given)
  A: 5; B: -6; C: i; D: i; E: -2; F: 0; G: -8; H: 3; I: 0

> CCCCNC(=O)c1ccc(Cn2c(=S)[nH]c3c([nH]c4ccc(OC)cc43)c2=O)cc1
  A: -95; B: 16; C: i; D: i; E: -2; F: -6; G: -12; H: -3; I: 16

> CCOC(=O)N1CCN(c2c(NCCOC)c(=O)c2=O)CC1
  A: 6; B: 2; C: i; D: i; E: 0; F: 2; G: -8; H: -1; I: 1

> COc1cccc(CNC(=O)CN2C(=O)COc3ccc(S(=O)(=O)N4CCCCCC4)cc32)c1
  A: -14; B: -11; C: i; D: i; E: 2; F: 3; G: 4; H: 4; I: -8

> CCC(=Nc1ccc(Cc2ccncc2)cc1)c1c(O)n(C)c(=O)n(C)c1=O
  A: -3; B: -22; C: i; D: i; E: 4; F: -5; G: -5; H: 2; I: -2

> COc1ccccc1NC(=O)COc1ccccc1C(=O)c1cnn(-c2ccccc2)c1
  A: -14; B: -6; C: i; D: i; E: 0; F: 1; G: 36; H: 0; I: 2

> Cc1ccc(N(CCC(=O)N2CCOCC2)S(=O)(=O)c2ccccc2)cc1
  A: 11; B: 15; C: i; D: i; E: 0; F: -2; G: -3; H: -1; I: 8

> O=C(Nc1c2c(nn1-c1cccc(Cl)c1)CS(=O)(=O)C2)c1cccs1
  A: 7; B: -7; C: i; D: i; E: -3; F: 2; G: 0; H: 4; I: 0

> Cc1[nH]n(-c2ccc([N+](=O)[O-])cc2)c(=O)c1C=NCCN1CCN(C(=O)c2ccccc2F)CC1
  A: -2; B: 4; C: i; D: i; E: 3; F: -1; G: 13; H: 3; I: -3

> Cc1cccc(N2CCN(C(=O)c3cc(S(=O)(=O)N4CCCC4)cn3C)CC2)c1C
  A: -11; B: -18; C: i; D: i; E: -1; F: -3; G: 4; H: -4; I: -4

> Cc1cc2ncn(CC(O)COc3cccc(C(=O)O)c3)c2cc1C (stereo not given)
  A: 1; B: 11; C: i; D: i; E: -5; F: 3; G: -5; H: -1; I: -1

> O=C(O)c1ccc(S(=O)(=O)c2ccc3c(c2)C(=O)N(CC2CCCO2)C3=O)cc1 (stereo not given)
  A: 5; B: 7; C: i; D: i; E: 4; F: -1; G: -8; H: -1; I: -2

> CC1C=CC(C)C(C(=O)c2ccccc2)C1C(=O)c1ccccc1 (stereo not given)
  A: 1; B: 26; C: i; D: i; E: 0; F: 0; G: 24; H: -4; I: -9

> CCOc1ccc(Br)cc1S(=O)(=O)Nc1ccc(Cl)c(S(=O)(=O)N(CC)c2ccccc2)c1
  A: -19; B: 9; C: i; D: i; E: 0; F: -1; G: 43; H: -6; I: 6

> O=C(c1ccc(Cl)cc1)N1CCCC(C(=O)N2CCc3ccccc3C2)C1 (stereo not given)
  A: 16; B: 6; C: i; D: i; E: 0; F: 0; G: 3; H: 2; I: 4

> CC1=NC(C)(C)Cc2ccccc21
  A: 11; B: 3; C: i; D: i; E: 4; F: 0; G: -9; H: 1; I: 7

> Cc1n[nH]c(=O)c2c(NC(=O)CSc3ccccc3Cl)oc(C)c12
  A: 25; B: 8; C: i; D: i; E: -2; F: 2; G: -5; H: 4; I: -4

> COC(=O)CCC(=O)Nc1sc(C)c(C)c1C(N)=O
  A: 24; B: -4; C: i; D: i; E: -2; F: -3; G: -4; H: 6; I: 9

> CC(C)Oc1cc(F)ccc1-c1cc(C(=O)NC2CCCCC2)[nH]n1
  A: -2; B: 23; C: i; D: i; E: 3; F: 3; G: 6; H: -6; I: 6

> Nc1nonc1-n1nnc(C(=O)N/N=C/c2cccc(F)c2)c1-c1ccccc1
  A: 8; B: 12; C: i; D: i; E: 2; F: -3; G: 2; H: 0; I: 6

> O=C(Nc1nc(-c2cc3ccccc3oc2=O)cs1)c1ccco1
  A: -19; B: 3; C: i; D: ·; E: 0; F: 15; G: 7; H: 0; I: 4

> COc1ccccc1-c1nnc(NC(=O)c2ccc(S(=O)(=O)N3CCCC3)cc2)o1
  A: 5; B: 19; C: i; D: i; E: -2; F: 2; G: -3; H: 6; I: 18

> Cc1ccc(C2CC(C(F)(F)F)n3nc(C(=O)NCc4c(C)nn(C)c4C)c(Cl)c3N2)cc1 (stereo not given)
  A: -28; B: 46*; C: i; D: i; E: -3; F: -6; G: -2; H: 3; I: -2

> O=C(Nc1ccc2[nH]c(=O)[nH]c2c1)c1cccc([N+](=O)[O-])c1
  A: -11; B: -3; C: i; D: i; E: 3; F: 1; G: -1; H: 0; I: 1

> COc1ccc(OC)c(S(=O)(=O)CC(O)CS(=O)(=O)c2ccccc2)c1 (stereo not given)
  A: -2; B: 15; C: i; D: i; E: -1; F: -5; G: -2; H: -2; I: -2

Next part, starting with the last 3 of the part before.
Every second line gives: MLLE-PAM2 inh, SKN-1 block, Rpn11 block, Neddyl block, Rin1 Abl inh, CSN deneddyl inh, FAS TE block, MT1-MMP act inh, NadD block
> Cc1ccc(C2CC(C(F)(F)F)n3nc(C(=O)NCc4c(C)nn(C)c4C)c(Cl)c3N2)cc1 (stereo not given)
 : -28, 46*, i, i, -3, -6, -2, 3, -2
> O=C(Nc1ccc2[nH]c(=O)[nH]c2c1)c1cccc([N+](=O)[O-])c1
 : -11, -3, i, i, 3, 1, -1, 0, 1
> COc1ccc(OC)c(S(=O)(=O)CC(O)CS(=O)(=O)c2ccccc2)c1 (stereo not given)
 : -2, 15, i, i, -1, -5, -2, -2, -2
> Cc1ccc(N(CC(=O)NCc2ccc3c(c2)OCO3)C(=O)c2csnn2)cc1
 : 19, 1, i, i, 3, -4, -2, -4, -1
> CCCCn1c(O)c(N=NC(=O)c2ccncc2)c2cc(Br)ccc21
 : 5, 13, i, i, -3, -1, 6, 6, 6
> c1cncc(-c2ccnc3ncnn23)c1
 : 11, -14, i, i, -4, -4, -8, 0, 4
> O=C(NCC1OCCCN1S(=O)(=O)c1ccc(F)cc1)C(=O)NC1CCCC1 (stereo not given)
 : 7, -3, i, i, 2, 3, -6, 1, -4
> CC(=O)c1cn(C(=O)c2ccc(Cl)cc2)c2ccccc12
 : -1, -6, i, i, 4, -2, 2, 3, -6
> CSC(=NS(=O)(=O)c1ccc(N)cc1)NS(=O)(=O)c1cccs1
 : 4, 7, i, i, 2, -1, -5, 1, -2
> CCN(C(=O)c1ccc(NC(C)=O)cc1)c1ccccc1C
 : -14, -13, i, i, 0, 1, -6, 3, 5
> Cc1ccc(NC(=O)Cn2c(=O)c3cccn3c3ccccc32)cc1
 : -11, 19, i, i, -2, -2, -4, 2, 4
> CCN(c1ccc(NC(=O)CN2C(=O)NC3(CCOc4ccccc43)C2=O)cc1)C(C)C (stereo not given)
 : -10, -14, i, i, 0, 1, 6, 5, -4
> N=C1C(c2nc3ccccc3[nH]2)=C(O)CN1C1CCCCC1
 : -2, 7, i, i, 3, 8, -6, 3, 1
> CC(C)NC(=O)c1ccccc1S(=O)(=O)c1ccccc1C#N
 : 1, 11, i, i, 3, 3, -3, -1, 0
> CCc1cc2cc(C(=O)N3CCN(c4ccccc4)CC3)sc2s1
 : -9, 0, i, i, -2, 3, -1, -7, 14
> COc1cc2ccccc2cc1C(=O)Nc1ccc(O)cc1
 : 19, 8, i, i, -1, 5, -2, 4, 6
> COCCSc1ccccc1C(=O)Nc1ccc([N+](=O)[O-])cc1OC
 : 0, -5, i, i, -2, 17, 11, -1, -4
> Cc1cc(C(=O)NC(C)c2ccncc2)cs1 (stereo not given)
 : 4, -20, i, i, 3, -4, -9, -2, -7
> CCOc1ccccc1NC(=O)CCS(=O)(=O)c1cccs1
 : 13, 0, i, i, 3, 7, -6, 1, -2
> CCn1c(C2CC(=O)N(c3ccc(C)c(C)c3)C2)nc2ccccc21 (stereo not given)
 : -9, 1, i, i, -1, 2, -4, 8, -3
> O=C(/C=C/c1ccc(Cl)cc1)NCCCN1CCOCC1
 : 7, -2, i, i, 0, 0, -8, -1, -5
> CC(=O)Nc1cc2nn(-c3ccccc3)nc2cc1C
 : 10, -5, i, ·, -1, 0, -3, -2, 0
> COc1ccc(S(=O)(=O)N2CCC(N3CCCCC3)CC2)cc1
 : -8, 29, i, i, -2, -1, -4, 2, -7
> Cc1cc(C)c(NC(=O)CCCN2CCCC2)c(C)c1
 : -12, 13, i, i, 1, 0, -6, 2, -6
> CCCCn1c(-c2ccc(C(C)(C)C)cc2)nc2cc3[nH]c(=O)c(C(C)C)nc3cc21
 : -22, 13, i, ·, 2, -1, -9, -10, 36*
> CC(=O)NC(c1cccc(F)c1)c1nc(-c2cccc(C(=O)O)c2)cs1 (stereo not given)
 : 9, -3, i, i, -1, 1, -1, -1, -2
> CCc1nn(C(C)C(=O)NC2CCCCCC2)c(=O)c2cc3occc3n12 (stereo not given)
 : -21, -1, i, i, 2, -2, 5, 7, 1
> COc1ccc(-c2ccc(SCC(=O)NCc3ccc4c(c3)OCO4)nn2)cc1OC
 : -14, 4, i, i, 0, 0, -3, -4, -1
> COc1ccccc1OCC(=O)Nc1ccc(S(=O)(=O)Nc2nc(C)cc(C)n2)cc1
 : 2, 0, i, i, 3, 5, -4, ·, 6
> CCC(CC)Nc1ccc(C(CC(N)=O)NC(=O)Cc2cccc3ccccc23)cc1[N+](=O)[O-] (stereo not given)
 : -44, -21, i, i, 4, 21, 0, 12, -7
> CN(CC(=O)Nc1ccc(F)cc1)C(=O)Cn1c(=O)oc2ccccc21
 : 0, -3, i, i, 4, 3, -7, -9, 2
> CC(C)c1nc(CNC(=O)C2CCC(=O)N(CCc3ccc(Cl)cc3)C2)no1 (stereo not given)
 : 3, -4, i, i, 6, -3, -4, 3, 7
> Cc1ccc(S(=O)(=O)n2cc(-c3ccccc3)c(N)n2)cc1
 : 7, 7, i, i, -1, 3, 11, 3, -8
> CCC(=O)Nc1ccc(NC(=O)CN2CCCC(C)C2)c(Cl)c1 (stereo not given)
 : 6, -1, i, i, 2, -4, 2, 4, 7

Single records, from the list above.
`Cc1cc(C(=O)NC(C)c2ccncc2)cs1` (stereo not given) reads MLLE-PAM2 inh = 4; SKN-1 block = -20; Rpn11 block = i; Neddyl block = i; Rin1 Abl inh = 3; CSN deneddyl inh = -4; FAS TE block = -9; MT1-MMP act inh = -2; NadD block = -7
`COc1ccccc1OCC(=O)Nc1ccc(S(=O)(=O)Nc2nc(C)cc(C)n2)cc1` reads MLLE-PAM2 inh = 2; SKN-1 block = 0; Rpn11 block = i; Neddyl block = i; Rin1 Abl inh = 3; CSN deneddyl inh = 5; FAS TE block = -4; MT1-MMP act inh = ·; NadD block = 6
`COc1cc2ccccc2cc1C(=O)Nc1ccc(O)cc1` reads MLLE-PAM2 inh = 19; SKN-1 block = 8; Rpn11 block = i; Neddyl block = i; Rin1 Abl inh = -1; CSN deneddyl inh = 5; FAS TE block = -2; MT1-MMP act inh = 4; NadD block = 6
